M4 PAM: positive allosteric modulators of human muscarinic M4 receptor | CHO-K1 hM4/Gqi5, Fluo-8 calcium fluorescence, ACh EC20; 0% = ACh EC20, 100% = maximal ACh | activation, % at 3 µM | hit rate 0.4% among 360,000;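 active = activation above its plate's cutoff, the mean activation of sample wells plus 3 SD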; note: some results filed as inactive read as strong as hits
Target sequence (P08173 whole entry, looked up): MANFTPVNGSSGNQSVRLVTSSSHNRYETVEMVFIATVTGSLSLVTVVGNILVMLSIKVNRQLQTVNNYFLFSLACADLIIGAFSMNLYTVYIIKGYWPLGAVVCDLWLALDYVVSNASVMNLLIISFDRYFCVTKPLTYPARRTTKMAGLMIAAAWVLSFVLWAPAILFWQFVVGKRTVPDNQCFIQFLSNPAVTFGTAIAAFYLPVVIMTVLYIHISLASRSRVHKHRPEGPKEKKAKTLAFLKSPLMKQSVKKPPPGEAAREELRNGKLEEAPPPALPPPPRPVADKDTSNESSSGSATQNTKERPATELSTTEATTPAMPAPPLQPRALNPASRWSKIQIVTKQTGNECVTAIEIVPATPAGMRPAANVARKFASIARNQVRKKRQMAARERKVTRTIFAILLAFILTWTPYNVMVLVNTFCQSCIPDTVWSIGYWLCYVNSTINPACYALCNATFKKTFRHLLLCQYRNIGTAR
CHRM5 antagonist: blocks acetylcholine activation of human M5 receptor; CHO-hM5 cells, Fluo-8 calcium fluorescence, ACh EC80; inhibition, % at 3 µM; hit rate 0.59% among 360,000;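 active = inhibition above a per-plate cutoff, the mean of that plate's test compounds plus 3 SD, cut at about 27% in these data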;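 note: 0% = acetylcholine EC80 with DMSO and 100% = DMSO without agonist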
CRFR2-BP ag: agonists of human CRF-binding protein/CRF-R2 receptor complex | activation, % at 13.2 µM | HEK293 CRF-R2/CRF-BP, calcium dye fluorescence (FLIPR); percent of saturating CRF peptide response | AID 588473 | hit rate 0.46% among 350,000;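 active = activation of at least 50%, plus an integration ratio under a set limit after plate pattern correction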;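 note: plate controls were neutral control wells without compound for no effect and CRF at EC100 for full effect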
M4 antag: blocks acetylcholine activation of human M4 receptor; CHO-hM4 cells, ACh EC80, Fluo-8 calcium fluorescence; inhibition, % at 3 µM; hit rate 0.73% among 360,000;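 active = inhibition above its plate's cutoff, the mean inhibition of sample wells plus 3 SD, cut at about 27% in these data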;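 note: 0% = acetylcholine EC80 with DMSO and 100% = DMSO without agonist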
CRFBP-R2 block: CRF-BP/CRF-R2 complex antagonism. HEK293 CRF-R2/CRF-BP, CRF-induced calcium fluorescence. inhibition, % at 11.8 µM. hit rate 0.59% among 350,000. AID 588475;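 active = inhibition of the ligand-induced calcium signal above about 50% at the single tested concentration, limit read from the data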
CHRM5 PAM: CHRM5 positive allosteric modulation. activation, % at 3 µM. CHO-K1 hM5, Fluo-8 calcium, ACh EC20 PAM; 0% = ACh EC20, 100% = ACh EC100. hit rate 0.3% among 360,000. P08912;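 active = activation above the run cutoff, the mean activation of all test compounds plus 3 SD, cut at about 18% in these data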
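Measured by: Fluo-8 calcium fluorescence; material: human M5 receptor in CHO-K1 cells; schedule: Post-acetylcholine fluorescence recording 140 s; benchmarks: low control EC20 acetylcholine (0%), high control EC100 acetylcholine (100%); read-out: Max/basal fluorescence ratio as % of EC20–EC100 ACh window; compound: single dose, 3 µM nominal final test concentration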
CHRM4 agonist: agonists of human muscarinic M4 receptor (CHRM4); P08173; CHO-K1 hM4/Gqi5, Fluo-8 calcium fluorescence; vehicle 0%, full acetylcholine response 100%; activation, % at 3 µM; hit rate 0.14% among 360,000; AID 624127;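 active = activation above the run mean over all test wells plus 3 SD, cut at about 32% in these data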;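 note: peak over basal fluorescence ratio per well then scaled between controls; 0% = DMSO wells and 100% = acetylcholine at EC100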
M1 PAM: human CHRM1 positive allosteric modulation | P11229 | CHO-K1 hM1, Fluo-8 calcium fluorescence, ACh EC20; 0% = ACh EC20, 100% = maximal ACh | activation, % at 3 µM | hit rate 0.088% among 360,000 | AID 588819; in the data active = activation above about 19%, passing the limit was not always enough
Target sequence (P11229 whole entry, looked up): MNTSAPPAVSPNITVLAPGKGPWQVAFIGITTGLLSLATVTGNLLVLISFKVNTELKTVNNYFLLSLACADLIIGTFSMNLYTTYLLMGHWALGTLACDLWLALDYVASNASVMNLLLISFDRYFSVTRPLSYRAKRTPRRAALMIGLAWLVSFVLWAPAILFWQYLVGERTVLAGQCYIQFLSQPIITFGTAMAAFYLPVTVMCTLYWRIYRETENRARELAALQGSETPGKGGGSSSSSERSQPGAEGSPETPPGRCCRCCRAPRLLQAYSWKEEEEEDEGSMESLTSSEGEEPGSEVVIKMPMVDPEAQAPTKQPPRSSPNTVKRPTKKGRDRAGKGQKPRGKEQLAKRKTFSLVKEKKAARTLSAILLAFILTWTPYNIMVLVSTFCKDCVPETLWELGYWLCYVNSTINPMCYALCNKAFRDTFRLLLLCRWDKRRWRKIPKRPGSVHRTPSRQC
CHRM5 agonist: agonists of human muscarinic M5 receptor (CHRM5); P08912; CHO-K1 hM5 cells, Fluo-8 calcium fluorescence; 0% DMSO wells, 100% maximal acetylcholine response; activation, % at 3 µM; hit rate 0.19% among 360,000; AID 624037;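 active = activation above the run's mean over test compounds plus 3 SD, cut at about 23% in these data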;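 note: signal is peak over basal fluorescence ratio across the kinetic read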
Starred values were filed as active, the others as inactive; . = not tested or not shown.

SMILES	M4 PAM	CHRM5 antagonist	CRFR2-BP ag	M4 antag	CRFBP-R2 block	CHRM5 PAM	CHRM4 agonist	M1 PAM	CHRM5 agonist
COC(=O)N1C(=O)[C@](c2ccc(Cl)cc2)(C(C)C)N1C(=O)OC	-8.4	17.9	1.4	10.5	-1.1	-17.6	20.2	-10.9	4.1
CC1Cc2ccccc2N1C(=O)CN1CCN(S(=O)(=O)c2cccs2)CC1 (stereo not drawn)	10.4	-3.4	-1.6	-6.9	-21.3	0.4	5.5	3.1	2.2
COc1ccc(CCNC(=O)c2nn(C)cc2Cl)cc1	10.6	6.0	0.5	-5.9	-2.2	-3.8	1.7	2.9	2.1
CCC(CC)C(=O)Nc1cc(C)cc(C)c1	6.5	-1.3	1.3	2.0	-10.5	3.0	-0.2	-3.8	-3.4
O=C(O)c1cccc(Nc2nc(-c3cccnc3)nc3ccccc23)c1	7.0	4.9	-1.7	-9.9	4.0	-2.8	1.5	-5.3	2.1
CCN(CC)C(=O)Cn1cc(C(=O)C(=O)NCCCN2CCCCC2)c2ccccc21	4.1	4.9	-1.0	-0.2	-9.9	1.5	0.2	2.7	-8.1
Cc1nnc(NC(=O)CCn2c(=O)oc3ccccc32)s1	7.7	-2.9	1.4	0.1	-1.5	5.8	3.4	7.2	-2.5
COc1ccc(OC)c(-c2nnc(SCC(=O)N3CCOCC3)o2)c1	7.8	-1.6	0.0	-12.8	3.1	-1.1	1.4	3.0	-2.4
CC(C)CCN1C(=O)c2ccc(C(=O)Nc3c[nH]c(=O)[nH]c3=O)cc2C1=O	0.5	7.9	-0.3	3.9	3.3	4.4	1.2	7.5	1.5
COCCCN(Cc1cc(OC)c(OC)c(OC)c1)C(=S)Nc1cccc(SC)c1	-2.0	0.0	-0.1	-5.7	-4.4	-3.8	5.6	-2.7	1.2
CCOc1ccccc1C(=O)N1CCOCC1	9.6	-4.2	-0.9	-2.9	5.2	4.5	0.4	12.0	-2.8
COc1cc(C)ccc1S(=O)(=O)NC(=O)C1(C)CCN1C(=O)COc1ccc(Cl)cc1 (stereo not drawn)	0.4	1.3	.	-2.2	.	0.3	0.5	12.3	0.7
CCCCn1nc(C(=O)Nc2ccc3c(c2)OCO3)c2ccccc2c1=O	3.6	6.6	1.7	7.3	-15.5	-8.2	5.2	-1.4	-4.5
COc1ccc(CCNC(=O)[C@H](C)NC(=O)[C@@H]2CSC3c4ccccc4C(=O)N32)cc1 (stereo partly drawn)	6.8	-2.2	-1.1	-8.1	-0.8	0.6	2.2	4.7	0.8
Cc1cc(C)cc(NC(=O)CC2NCCNC2=O)c1 (stereo not drawn)	6.1	-3.7	-2.4	-9.5	14.2	-2.2	0.4	-6.6	1.4
CC(/C=C1\SC(=S)N(NC(=O)c2ccc(O)cc2)C1=O)=C\c1ccccc1	-2.6	-6.2	0.4	-0.6	10.0	1.7	0.4	-0.4	-5.1
CCCCNC(=O)c1onc(CSc2cc(C)ccc2C)c1C(=O)O	7.0	11.3	-2.3	4.9	1.6	4.5	3.7	9.7	-0.1
COC(=O)C(C)Oc1ccc(=O)[nH]n1 (stereo not drawn)	5.5	4.4	-0.2	1.3	-0.4	3.4	0.6	11.2	2.9
Cn1cccc1/C=N/N1CCN(Cc2ccc(Cl)cc2)CC1	-16.7	11.5	-0.6	-3.3	8.3	-8.1	0.8	4.6	-6.6
Cc1[nH]c2ccc3ccccc3c2c(=O)c1C/C=C/Cl	2.7	6.9	-2.5	-4.2	-9.3	-8.1	3.5	3.4	-4.9
CC(C(=O)NC1(C#N)CCCCC1)N(C)CC(=O)Nc1ccc(Cl)c(Cl)c1 (stereo not drawn)	-3.6	12.4	1.4	5.5	-12.5	-11.0	17.6	-6.7	11.1
Cc1ccc(OC(=O)c2c(C)nn(-c3ccccc3)c2C)cc1	3.9	-6.0	-1.2	-5.3	16.4	7.8	-1.7	-4.1	-2.9
O=C(N/N=C/c1ccoc1)c1ccc(Cl)cc1	2.6	12.5	-1.1	-1.5	-1.0	-3.2	0.5	6.5	-6.0
COc1ccc(C(=O)C(OC(=O)c2ccccc2Cl)c2ccccc2)cc1 (stereo not drawn)	-6.0	1.8	7.0	0.2	-15.3	-5.2	0.6	-1.0	-0.5
CCOC(=O)CSc1nnc(-c2ccccc2)o1	2.6	-1.0	-0.6	-0.2	-18.3	-1.6	1.2	6.6	-3.0
CC1(C(=O)NS(=O)(=O)c2ccc(Cl)s2)CCN1C(=O)C1CCCCC1 (stereo not drawn)	-0.5	4.3	.	-5.2	.	-2.4	0.5	2.6	0.5
O=C(CCNc1n[nH]c(=O)[nH]c1=O)N/N=C/c1ccc(Cl)cc1	1.7	-20.1	9.0	-10.3	-21.0	-5.9	3.2	0.9	2.5
CN(CC(=O)Nc1ccccc1Br)C(=O)CNC(=O)c1cccs1	-1.8	12.0	1.8	1.5	1.2	-7.4	0.3	-4.4	0.0
Cc1cccc(-n2cnc(C(=O)NNC(=S)Nc3ccccc3)c2)n1	2.4	4.8	-1.7	-3.9	6.4	3.2	0.5	5.3	1.4
NC(=O)CN1C(=O)C(=O)N(Cc2cccc(Cl)c2)C1=O	3.3	-6.0	2.4	2.7	1.3	2.0	0.4	6.1	-0.7

An excerpt from above in order of the CHRM4 agonist value, ascending:
SMILES	M4 PAM	CHRM5 antagonist	CRFR2-BP ag	M4 antag	CRFBP-R2 block	CHRM5 PAM	CHRM4 agonist	M1 PAM	CHRM5 agonist
Cc1ccc(OC(=O)c2c(C)nn(-c3ccccc3)c2C)cc1	3.9	-6.0	-1.2	-5.3	16.4	7.8	-1.7	-4.1	-2.9
COc1ccc(OC)c(-c2nnc(SCC(=O)N3CCOCC3)o2)c1	7.8	-1.6	0.0	-12.8	3.1	-1.1	1.4	3.0	-2.4
Cc1[nH]c2ccc3ccccc3c2c(=O)c1C/C=C/Cl	2.7	6.9	-2.5	-4.2	-9.3	-8.1	3.5	3.4	-4.9

(next part)
SMILES	M4 PAM	CHRM5 antagonist	CRFR2-BP ag	M4 antag	CRFBP-R2 block	CHRM5 PAM	CHRM4 agonist	M1 PAM	CHRM5 agonist
C=C(C)CN(CC)C(=O)CCc1nnc(CCc2c[nH]c3ccccc23)o1	-6.0	2.7	0.1	0.1	7.5	-8.0	1.2	-0.6	-0.6
COc1cccc(C(=O)NC2CCCc3ccccc32)c1OC (stereo not drawn)	-12.6	8.1	1.1	-15.9	0.1	-9.3	14.4	-6.0	-0.7
CC(C)Oc1cccc(NC(=O)C2(C)CCN2C(=O)C(C)C)c1 (stereo not drawn)	2.4	-0.4	.	-7.3	.	0.2	1.7	2.3	0.1
Cc1cccc(C(=O)Nc2nnc(SCC(=O)Nc3ccc4c(c3)oc3ccccc34)s2)c1	4.8	2.5	-0.9	-6.2	2.6	0.0	0.9	1.6	1.4
CCn1c(SCC(=O)NC2CCCCC2)nnc1-c1cccnc1	-5.5	0.0	-1.0	-0.5	-3.9	2.4	1.1	2.1	-7.7
COc1cccc(-n2c(SCC(=O)Nc3nccs3)nnc2-c2ccoc2C)c1	3.7	13.7	-1.1	-1.4	17.8	-3.5	-0.1	-6.2	-7.5
S=c1[nH]cnc2scc(-c3ccccc3)c12	3.2	0.9	0.4	-21.0	-49.7	-1.1	1.1	3.0	-1.8
NS(=O)(=O)c1ccc(CCNS(=O)(=O)c2ccc(Cl)nc2)cc1	-7.4	12.6	-2.9	-9.8	-4.1	-4.8	1.2	7.7	-4.7
CC1(C)CC(NS(=O)(=O)c2ccc(S(N)(=O)=O)cc2)CC(C)(C)N1	2.9	13.2	.	-0.7	.	-3.5	-0.2	8.4	-3.4
COc1cc(C(=O)O)nc2ccccc12	1.0	9.8	-1.8	8.8	12.5	18.0	1.4	-7.1	-0.7
O=C(NC1CCCC1)C(C1CC1)n1c(-c2ccncc2)nc2ccccc21 (stereo not drawn)	-1.6	-14.5	.	-5.8	.	13.4	-1.1	.	2.8
Cc1c(Cl)ccc2c1NC(=O)C21NC(CCC(N)=O)[C@H]2C(=O)N(c3ccc(Cl)cc3)C(=O)[C@H]21 (stereo partly drawn)	5.7	0.5	-2.1	-0.3	50.4*	1.3	0.2	8.5	-4.2
C=CCNC(=S)N1CCN(c2ncc3c(=O)c(C(=O)O)cn(CC)c3n2)CC1	-5.7	-6.2	-1.9	-2.2	21.7	-3.3	1.4	2.2	-0.4
Cc1ccc(-c2nnc(SCC(=O)N/N=C/c3ccccc3C(=O)O)n2C2CCCCC2)cc1	6.0	-6.6	1.3	-2.0	11.1	-0.8	1.2	8.3	-3.5

Limited to M4 antag, CRFBP-R2 block and CRFR2-BP ag (7 entries from above):
| smiles | M4 antag | CRFBP-R2 block | CRFR2-BP ag |
| --- | --- | --- | --- |
| COc1cccc(C(=O)NC2CCCc3ccccc32)c1OC (stereo not drawn) | -15.9 | 0.1 | 1.1 |
| CC(C)Oc1cccc(NC(=O)C2(C)CCN2C(=O)C(C)C)c1 (stereo not drawn) | -7.3 | . | . |
| Cc1cccc(C(=O)Nc2nnc(SCC(=O)Nc3ccc4c(c3)oc3ccccc34)s2)c1 | -6.2 | 2.6 | -0.9 |
| CCn1c(SCC(=O)NC2CCCCC2)nnc1-c1cccnc1 | -0.5 | -3.9 | -1.0 |
| COc1cccc(-n2c(SCC(=O)Nc3nccs3)nnc2-c2ccoc2C)c1 | -1.4 | 17.8 | -1.1 |
| S=c1[nH]cnc2scc(-c3ccccc3)c12 | -21.0 | -49.7 | 0.4 |
| NS(=O)(=O)c1ccc(CCNS(=O)(=O)c2ccc(Cl)nc2)cc1 | -9.8 | -4.1 | -2.9 |

Screening results: PubChem BioAssay, several laboratories

Not a hit list; 2.6% or so of the library scored in one or more.
